PTHR1 agonist: qHTS for PTHR1 Agonists: Primary Screen. Parathyroid hormone/parathyroid hormone-related peptide receptor (Homo sapiens), Q03431. HEK293 GP2 PTHR1 cells, GloSensor cAMP luminescence, 1 h. Potency, µM (series often up to 115 µM), without a hit: top-dose activation, hits mostly activators. 0.075% of 410,000 active; further: nearly all actives have a fitted effect of over 55% in size; some results filed as inactive show a strong effect at the top dose; inactives centre near -15; many of its hits are not listed in these tables
Target sequence (Q03431 whole entry, looked up): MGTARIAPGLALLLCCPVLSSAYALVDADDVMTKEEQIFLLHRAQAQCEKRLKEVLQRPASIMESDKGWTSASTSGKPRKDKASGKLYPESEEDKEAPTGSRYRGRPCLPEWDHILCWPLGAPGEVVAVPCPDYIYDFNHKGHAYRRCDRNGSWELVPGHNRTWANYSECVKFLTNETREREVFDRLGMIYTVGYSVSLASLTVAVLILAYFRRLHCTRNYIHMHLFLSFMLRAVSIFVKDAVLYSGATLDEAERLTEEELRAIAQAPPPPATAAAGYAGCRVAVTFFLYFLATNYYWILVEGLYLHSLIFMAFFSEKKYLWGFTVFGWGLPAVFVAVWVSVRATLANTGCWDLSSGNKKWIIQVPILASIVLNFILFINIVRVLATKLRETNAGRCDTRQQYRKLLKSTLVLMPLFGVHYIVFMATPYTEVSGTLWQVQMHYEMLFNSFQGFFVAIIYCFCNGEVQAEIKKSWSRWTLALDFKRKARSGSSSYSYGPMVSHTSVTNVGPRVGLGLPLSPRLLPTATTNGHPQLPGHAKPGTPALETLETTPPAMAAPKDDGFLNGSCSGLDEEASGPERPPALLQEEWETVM
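HEK-293-derived GP2 cells expressing PTHR1 and a GloSensor cAMP reporter, 3,000/well, plated overnight, given luciferin plus IBMX (each 0.5 mM as added) for 1 h at 37 °C, then compound for 1 h at 37 °C. Luminescence was read after 15 min at room temperature.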
GLP-1R inv ag: qHTS of GLP-1 Receptor Inverse Agonists (Inhibition Mode); Glucagon-like peptide 1 receptor (Homo sapiens), P43220; HEK293 GLP-1R CRE-luciferase, luminescence, 24 h; GLP-1R form is constitutively active; Potency, µM (series often up to 38.3 µM), for inactives: at the highest dose activity change, negative = inhibition, actives largely listed as inhibitors; 1.6% of 410,000 active; AID 624417, 2012; further: on the % scale 0 is the no-effect control and ±100 the full control effect; nearly all actives have a fitted effect of over 55% in size
Target sequence (P43220 whole entry, looked up): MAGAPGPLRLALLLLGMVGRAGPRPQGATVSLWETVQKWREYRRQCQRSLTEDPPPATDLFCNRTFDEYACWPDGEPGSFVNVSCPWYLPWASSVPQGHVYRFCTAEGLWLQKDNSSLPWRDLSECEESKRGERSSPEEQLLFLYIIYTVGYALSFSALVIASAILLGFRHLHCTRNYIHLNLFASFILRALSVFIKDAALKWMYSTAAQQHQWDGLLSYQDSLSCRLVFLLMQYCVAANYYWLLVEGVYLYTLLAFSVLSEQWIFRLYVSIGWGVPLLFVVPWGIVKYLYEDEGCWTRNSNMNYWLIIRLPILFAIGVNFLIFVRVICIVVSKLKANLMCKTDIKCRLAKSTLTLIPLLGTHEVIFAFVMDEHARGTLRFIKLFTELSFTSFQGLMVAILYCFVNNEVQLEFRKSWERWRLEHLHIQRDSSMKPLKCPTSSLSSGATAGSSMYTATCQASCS
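HEK293 cells stably co-expressing a cAMP-responsive luciferase reporter and constitutively active GLP-1R were seeded, incubated 12 h, then exposed to compounds for 24 h at 37 C. Luminescence was read 12 min after detection reagent; inverse agonists lower signal.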
GLP1R cytotox: qHTS of GLP-1 Receptor Inverse Agonists: Cytotox Screen | HEK293 cAMP-luciferase reporter cells, luminescence, 24 h | Potency, µM (series often up to 38.3 µM), without a hit: top-dose activity change, negative = inhibition, most hits filed as inhibitors | 0.13% of 410,000 active | AID 624418, 2012;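 further: loss of luciferase light is scored as toxicity; on the % scale 0 is the no-effect control and ±100 the full control effect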
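Luminescence readout: signal drop marks cytotoxicity. Plated cells grew 12 h at 37 °C, 5% CO2, received 23 nL compound for 24 h, then got luciferase reagent, read after 12 min at RT.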
Active calls of the source: *; i = inactive; ? = inconclusive; [ ] = remark or other dose. The call rests on the fitted dose curve; in most records, active means well fitted curve in the direction sought with a large enough effect; inconclusive means small, poorly fitted or top-dose-only effect, or another doubt; inactive means no such curve, though single readings can be large; an effect the other way counts as inactive or inconclusive. Potency means the concentration at half of the fitted maximal effect. Only part of the results is shown; the hit share may differ from the screen's.

SMILES	PTHR1 agonist	GLP-1R inv ag	GLP1R cytotox
COCCCNC(=O)NC(CCC(C)C)c1c(-n2cccc2)sc2c1CCN(C)C2 (centres undefined)	i	4%	-9%
O=C(CN1C(=O)C2CCCCN2c2ccc(C(=O)N3CCCC3)cc21)NCc1ccccc1F (centres undefined)	i	7%	-13%
COc1cc2c(cc1OC)C(c1ccc(Cl)cc1)N(c1cccc(C#N)c1)C(=O)C2 (centres undefined)	-7%	1%	-2%
Cc1ccc2c(Sc3ccc(Cl)cc3)c(C(=O)N3CCCCC3)[nH]c2c1	-28%	?	-5%
CCOC(=O)c1ccc(NC(=O)c2nn(C)c3c2COc2ccccc2-3)cc1	-22%	0%	-10%
COc1ccc(-c2nc(CSc3nncn4c3cc3oc(C)cc34)c(C)o2)cc1	-7%	8%	-8%
CCOc1ccccc1NC(=O)Cn1c(=O)n(CC(=O)NCc2ccccc2Cl)c(=O)c2sccc21	i	9%	1%
COC(=O)c1ccccc1NC(=O)Cn1c(=O)n(-c2cccc(C(F)(F)F)c2)c(=O)c2c(C)c(C)sc21	-14%	4%	12%
COc1ccc(CNC(=O)CSc2nnc(C)c3c(C)n(-c4ccccc4)nc23)c(OC)c1	i	12%	10%
COc1ccc(-c2nc(S(=O)(=O)c3ccc(C)cc3)c(N3CCCCC3)o2)cc1	i	7%	4%

Of the compounds above, five have four or more nitrogen atoms.
SMILES	PTHR1 agonist	GLP-1R inv ag	GLP1R cytotox
COCCCNC(=O)NC(CCC(C)C)c1c(-n2cccc2)sc2c1CCN(C)C2 (centres undefined)	i	4%	-9%
O=C(CN1C(=O)C2CCCCN2c2ccc(C(=O)N3CCCC3)cc21)NCc1ccccc1F (centres undefined)	i	7%	-13%
COc1ccc(-c2nc(CSc3nncn4c3cc3oc(C)cc34)c(C)o2)cc1	-7%	8%	-8%
CCOc1ccccc1NC(=O)Cn1c(=O)n(CC(=O)NCc2ccccc2Cl)c(=O)c2sccc21	i	9%	1%
COc1ccc(CNC(=O)CSc2nnc(C)c3c(C)n(-c4ccccc4)nc23)c(OC)c1	i	12%	10%

Next section:
SMILES	PTHR1 agonist	GLP-1R inv ag	GLP1R cytotox
COc1cccc(-n2c(SCC(=O)Nc3ccc(F)cc3F)nc3c([nH]c4ccccc43)c2=O)c1	-15%	-4%	-11%
O=C(Nc1cccc(Cl)c1Cl)c1cc2nc(-c3ccc4c(c3)OCO4)cc(C(F)(F)F)n2n1	i	5%	-11%
CCCCC(=O)Nc1ccccc1C(=O)OCc1cc(=O)n2nc(C3CCCCC3)sc2n1	-19%	?	-7%
CN(C)c1ccc(CN(CC2CCCO2)C(=O)COc2ccc(Cl)cc2)cc1 (centres undefined)	-48%[inhibitor]	-19%	-2%
CCOC(=O)c1c(NC(=O)/C=C/c2ccc(C)cc2)sc2c1CCCC2	i	-6%	0%
CCOc1ccc(N(Cc2ccccc2)C(=O)c2nc(S(C)(=O)=O)ncc2Cl)cc1	-96%[inhibitor]	?	7.9µM*
CCOc1cccc2cc(-c3nc4ccc(C(=O)O)cc4[nH]3)c(=O)oc12	-31%[inhibitor]	?	0%
COc1cc(OC)cc(C(=O)Nc2ccc(-c3nc4ccccc4s3)c(C)c2)c1	-23%	-1%	4%
O=C(Nc1ccccc1C(=O)OCc1cc(=O)n2ccsc2n1)c1ccccc1Cl	i	15%	0%
CCN1CCN(C(=O)c2ccc3c(c2)N(Cc2cccc(Cl)c2)C(=O)c2ccccc2S3(=O)=O)CC1	i	5%	-7%
CCCSc1nc2sc3c(c2c(=O)n1Cc1ccccc1)CC(C)(CC)OC3 (centres undefined)	i	?	4%
Cc1ccc(-c2nnc(NC(=O)c3ccc4c(c3)OCCO4)o2)c(C)c1	-21%	0%	1%
COc1ccc2nc(NC(=O)c3cc(=O)c4cc(C)cc(C)c4o3)sc2c1	-1%	6%	19%
Cc1cc(C)cc(OCC(=O)N2CCC(c3nc4ccccc4s3)CC2)c1	-17%	?	-7%
Cc1cc(C)c(NC(=O)Cn2c(=O)nc(-c3ccccc3)c3cc(Cl)ccc32)c(C)c1	i	10%	7%
CCc1cccc(C)c1NC(=O)CCn1c(=O)c2cccn2c2ccccc21	i	12%	-4%
COc1ccc(NC(=O)CSc2nc3ccccc3n2Cc2cccc(OC)c2)cc1	-6%	12%	5%
CCCSCCCNC(=O)c1sc2nc(C)cc(C)c2c1-n1cccc1	i	?	-17%
CCc1ccc(NC(=O)C2CCCN(S(=O)(=O)c3c(C)noc3/C=C/N(C)C)C2)cc1 (centres undefined)	-78%[inhibitor]	-21%	-13%
CCOc1ccccc1CNc1ccc2cc(S(=O)(=O)N3CCC(C)CC3)ccc2n1	i	?	-13%
COc1ccc(CCNC(=O)Cn2c(=O)c3cccn3c3ccc(F)cc32)cc1OC	i	13%	19%
Cc1ccc2nc(N3CCN(c4ccc(F)cc4)CC3)c3nnnn3c2c1	-13%	3%	-5%
CC(C)(C)c1ccc(OCCSc2nc(-c3cccs3)nc3cc(=O)[nH]n23)cc1	i	-2%	-13%
CCC(=O)Oc1cc(C(C)(C)C)cc2cc(-c3nc(-c4ccc(OC)cc4OC)no3)c(=O)oc12	-92%[inhibitor]	-4%	2%
CCOc1ccc(-c2cc3c(=O)n(CC(=O)NCc4ccccc4)ccn3n2)cc1	-33%[inhibitor]	-5%	-2%
O=S(=O)(NCCc1csc2nc(-c3ccc(Cl)cc3)nn12)c1ccc(Oc2ccccc2)cc1	-35%[inhibitor]	17%	0%
COc1cccc(C2C=C(c3ccc(C)c(C)c3)Nc3nnnn32)c1OC (centres undefined)	-17%	?	30%
COc1ccccc1C1Nc2c(sc3nc(C)cc(C)c23)C(=O)N1c1ccccc1 (centres undefined)	i	5%	35%[activator]
CCCc1cnc2c(c1SCC(=O)Nc1ccccc1OCC)c(=O)n(C)c(=O)n2C	i	13%	6%
Cc1ccc(-c2noc(-c3nnn(-c4ccc(Br)cc4F)c3C)n2)cc1	i	10%	7%

Individual results from above:
CCC(=O)Oc1cc(C(C)(C)C)cc2cc(-c3nc(-c4ccc(OC)cc4OC)no3)c(=O)oc12 – GLP-1R inv ag = -4%
COCCCNC(=O)NC(CCC(C)C)c1c(-n2cccc2)sc2c1CCN(C)C2 (centres undefined) – GLP-1R inv ag = 4%
COc1ccccc1C1Nc2c(sc3nc(C)cc(C)c23)C(=O)N1c1ccccc1 (centres undefined) – GLP1R cytotox = 35%[activator]
CCOc1ccccc1CNc1ccc2cc(S(=O)(=O)N3CCC(C)CC3)ccc2n1 – GLP1R cytotox = -13%
COc1ccc2nc(NC(=O)c3cc(=O)c4cc(C)cc(C)c4o3)sc2c1 – PTHR1 agonist = -1%
COc1ccc(NC(=O)CSc2nc3ccccc3n2Cc2cccc(OC)c2)cc1 – GLP1R cytotox = 5%
CCCSCCCNC(=O)c1sc2nc(C)cc(C)c2c1-n1cccc1 – GLP1R cytotox = -17%

Pulled one by one from above (three):
SMILES	PTHR1 agonist	GLP-1R inv ag	GLP1R cytotox
CC(C)(C)c1ccc(OCCSc2nc(-c3cccs3)nc3cc(=O)[nH]n23)cc1	i	-2%	-13%
COc1cccc(C2C=C(c3ccc(C)c(C)c3)Nc3nnnn32)c1OC (centres undefined)	-17%	?	30%
CCC(=O)Oc1cc(C(C)(C)C)cc2cc(-c3nc(-c4ccc(OC)cc4OC)no3)c(=O)oc12	-92%[inhibitor]	-4%	2%

(list continues)
SMILES	PTHR1 agonist	GLP-1R inv ag	GLP1R cytotox
CC(C)c1ccc(NS(=O)(=O)c2ccc3nc(-c4ccccc4)[nH]c3c2)cc1	-29%	?	-14%
Cc1ccc(-n2ccnc(NCc3ccccc3)c2=O)cc1C	i	-20%	5%
Cc1ccc(NC(=O)CSc2nc3ccccc3nc2Cc2ccccc2F)cc1F	-12%	0%	5%
CC(C)Oc1ccc(C(=O)N2CCN(CCc3ccccn3)CC2)cc1	-71%[inhibitor]	-25%	2%
O=c1c2oc3ccccc3c2n(Cc2ccccc2Cl)c(=O)n1Cc1ccco1	-1%	5%	6%
Cc1ccc(NC(=O)CSc2nc3ccc(Br)cc3[nH]2)c(C)c1	-73%[inhibitor]	5%	2%
O=C(NCCc1ccc(Cl)cc1)c1cnc2sc(N3CCCC3)nn2c1=O	i	3%	4%
Cc1ccc2nc(N(Cc3cccnc3)C(=O)COc3ccccc3)sc2c1	i	9%	-1%
COc1cccc(CSc2nc3n(n2)C(c2cccnc2)C(C(=O)Nc2ccccc2C)=C(C)N3)c1 (centres undefined)	i	-16%	-8%
CC(C)NC(=O)N1CCC(N2CCN(Cc3ccc(F)cc3)C(=O)C2=O)CC1	i	1%	4%
COc1ccccc1NC(=O)N1CCOc2ccccc21	?	1%	19%
CCOc1cccc(NC(=O)C2CC(=O)N(C)C(=Nc3ccc(F)cc3)S2)c1 (centres undefined)	-22%	?	-1%
COc1cccc2c1Oc1ncccc1N(c1ccc(C(=O)NCc3ccccc3C)s1)C2	i	-19%	2%
CC1=C(C(=O)Nc2cccnc2)C(c2ccc(F)cc2)n2nc(-c3cccc(C)c3)nc2N1 (centres undefined)	i	11%	-5%
Cc1cccc(-c2nc(SCC(=O)N(C)c3ccccc3)c3c(=O)n(C)c(=O)n(C)c3n2)c1	-3%	6%	0%
O=C1C2=C(Nc3ccccc3SC2c2c(F)cccc2Cl)c2ccccc21 (centres undefined)	-16%	?	-6%
Cc1ccc(-n2c(=O)[nH]c3sc4c(c3c2=O)CCNC4)cc1C	i	7%	3%
COc1ccc(CCNC(=O)Cn2c(=O)cc(C(F)(F)F)c3c(C)nn(C)c32)c(OC)c1	i	4%	7%
C=Cc1ccc(CSc2nnc(C)n3c2cc2occc23)cc1	i	-8%	-9%
C#CCn1c(C2CC(=O)N(c3ccc(OC)cc3)C2)nc2ccccc21 (centres undefined)	-25%	3%	7%
COc1cccc(Cc2nc3ccccc3nc2SCC(=O)Nc2ccccc2F)c1	i	-9%	4%
COc1ccccc1Cc1nc2ccccc2nc1SCC(=O)NCc1ccc(F)cc1	i	-6%	-3%
COc1ccc2oc(-c3ccc(NC(=O)c4ccc(Cl)cc4Cl)cc3)nc2c1	-29%	9%	4%
Cc1ccc(C)c(CN2C(=O)C(=O)c3ccccc32)c1	i	31%[activator]	-21%
Cc1ccccc1OCC(=O)Nc1ccc(C(=O)OCc2cc(=O)n3ccsc3n2)cc1	i	-3%	-7%
Cc1cc(Cl)ccc1OCC(=O)Nc1c(C(=O)c2ccccc2)oc2ccccc12	13%	10%	12%
NS(=O)(=O)c1ccc(CCNC(=O)CCn2c(=O)c3cccn3c3cccnc32)cc1	-20%	5%	-18%
Cc1ccc(Cn2c(C(C)NC(=O)c3ccccc3)nc3ccccc32)cc1 (centres undefined)	i	?	-9%
CCOC(=O)C1CCCN(C(=O)c2ccc3c(c2)sc2nc(-c4ccc(C)cc4C)cn23)C1 (centres undefined)	i	-9%	-8%
Cc1cc(N2CCCCC2)nc2ccc(NC(=O)c3cccc(Cl)c3)cc12	-48%	?	-29%
Cc1ccc2onc(CC(=O)Nc3cc(F)ccc3F)c2c1	-53%[inhibitor]	5%	-2%
Nc1c(C(=O)Nc2ccccc2)sc2nc3c(cc12)CN(Cc1ccccc1)CC3	i	?	1%
Cc1c2cnn(CC(=O)O)c(=O)c2c(C)n1Cc1cccc(Cl)c1	i	4%	4%
CC(Oc1ccc(Br)cc1)C(=O)Nc1ncn[nH]1 (centres undefined)	-14%	-13%	12%
Cc1ccccc1-c1nc(CN2CCC(C(=O)NC(C)C)CC2)c(C)o1	-17%	4%	-1%
CCC(C(=O)Nc1cc(OC)ccc1OC)n1nc(-c2ccccc2)c2c(c1=O)CCCC2 (centres undefined)	-34%	13µM*	-10%
CC(C)OCCCNC(=O)c1cc2c(-c3ccc(Cl)cc3)nn(C)c2s1	15%	3%	1%
Cc1oc(-c2ccc(C(=O)NCCCOC(C)C)cc2)nc1CS(=O)(=O)c1ccccc1	-36%	7%	13%
Cc1ccc(NC(=O)CSc2nnc(COc3ccc(Cl)cc3)o2)c(C)c1	-12%	5%	3%
COC(=O)c1scc(-c2ccc(C)cc2)c1S(=O)(=O)Nc1cccc(Cl)c1C	i	10µM*	0%
COc1ccccc1CNC(=O)Cn1ncc2c3ccccc3n(Cc3ccccc3C)c2c1=O	i	-6%	-1%
CCCCSc1nnc2c(n1)OC(C)N(C(C)=O)c1ccccc1-2 (centres undefined)	i	-2%	-10%
CCc1ccccc1Nc1nc2ccccc2c2nncn12	14%	43%[activator]	16%
CCN1CCN(CCCNC(=O)c2cnn(-c3ccccc3)c2C2CCN(C(=O)OC(C)(C)C)CC2)CC1	i	1%	11%
CCCNC(=O)N1[C@H](c2cccs2)[C@@H](C)C(=O)[C@@H](C)[C@@H]1c1cccs1	i	-10%	-8%
